Assay outcomes (PubChem BioAssay)
LYP inhibition: inhibitors of LYP phosphatase, biochemical, fluorescence intensity, uHTS (AID 1779); recombinant LYP phosphatase, fluorescence intensity; higher % means a stronger effect; hit rate 0.054% among 290,000; Tyrosine-protein phosphatase non-receptor type 22 (Homo sapiens); inhibition, % at 11.5 µM, or IC50 in µM where a hit was titrated;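 note: plate controls were vehicle with enzyme for no effect and no enzyme for full effect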
Yfh1-depleted yeast: enhancers of respiration in Yfh1-depleted yeast, dose response, Friedreich's ataxia, plus single-dose screen (AID 1465); S. cerevisiae Yfh1-off respiration, WST-1 reduction, 72 h; higher fold induction means a stronger effect; hit rate 0.074% among 220,000; fold induction at 50 µM, or EC50 in µM where a hit was titrated;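 active = fold induction of absorbance versus untreated yeast above a set limit, then at least 30% activation at any dose in follow-up; inconclusive = repeats straddling the limit, or above it without dose testing; inactive = fold induction below the set limit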;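 note: activators that raise dye reduction in frataxin-depleted yeast; strong numbers were not always called active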
TNAP activation fold: human TNAP enzyme activators, primary screen, biochemical, luminescent, no phosphate acceptor, uHTS (AID 1001) | purified TNAP, luminescent activation assay, no phosphate acceptor; higher activation fold means a stronger effect | activation fold at 20 µM, or EC50 in µM where a hit was titrated | hit rate 0.03% among 200,000; in the data active = activation fold from about 3, or a potency from the dose series; inactive = the rest, 99 in 100 with activation fold below about 1.6; note: many of its hits are not listed in these tables
M1AAP inhibition: P. falciparum M1AAP inhibitors, biochemical, fluorogenic H-Leu-NHMec substrate, 1536-well (AID 1445) | Aminopeptidase N (Plasmodium falciparum (isolate 3D7)) | recombinant M1AAP, H-Leu-NHMec fluorogenic kinetic assay; higher % means a stronger effect | inhibition, % at 30 µM, or IC50 in µM where a hit was titrated | hit rate 0.42% among 220,000;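 active = primary inhibition above the hit cutoff, then over 50% inhibition at one or more dose response concentrations, cut at about 23% in these data, passing the limit was not always enough; inconclusive = conflicting primary data, or primary hits not chosen for dose response; inactive = low primary inhibition, or under 50% at every dose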;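 note: plate controls were DMSO full reaction for no effect and no enzyme background for full effect; strong numbers were not always called active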
P. falciparum M17LAP: P. falciparum M17LAP inhibitors, primary screen, biochemical, fluorogenic H-Leu-NHMec substrate, 1536-well (AID 1619). hit rate 0.38% among 220,000. inhibition, % at 30 µM; hits with a dose series show IC50 in µM. recombinant M17LAP, H-Leu-NHMec fluorogenic kinetic assay; higher % means a stronger effect;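 active = compound inhibiting the enzyme by more than half at any dose during confirmatory dose-response retesting; inconclusive = strong single-dose inhibitors picked by rank but not retested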;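 note: plate controls were full reaction with DMSO carrier for no effect and no enzyme background for full effect; strong numbers were not always called active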
PMI inhibitors: inhibitors of human PMI, primary screen, biochemical, fluorescence intensity, coupled assay (AID 1209); Mannose-6-phosphate isomerase (Homo sapiens); purified PMI enzyme, coupled fluorescence intensity; higher % means a stronger effect; inhibition, % at 20 µM; hits with a dose series show IC50 in µM; hit rate 0.42% among 190,000;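 note: plate controls were DMSO vehicle for no effect and wells lacking substrate for full effect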
human PMI inhibitors: human PMI inhibitors, high substrate, primary screen, biochemical, fluorescence intensity, high mannose 6-phosphate (AID 1220) | Mannose-6-phosphate isomerase (Homo sapiens) | recombinant PMI enzyme, coupled fluorescence intensity; higher % means a stronger effect | inhibition, % at 20 µM; hits with a dose series show IC50 in µM | hit rate 0.66% among 190,000
WT yeast gro inh: growth inhibition of WT strain, primary screen, mitochondrial fusion inhibitor project, WT and mutant strains, chemical genetic | hit rate 2.1% among 190,000 | inhibition, % at 10 µM | mitochondrial fusion phenotypic screen; in the data active = inhibition above about 58%; tested in S. cerevisiae
XIAP displacement: XIAP antagonists, biochemical, IAP family, fluorescence polarization (AID 1018); displacement, % at 20 µM, or IC50 in µM where a hit was titrated; hit rate 0.007% among 200,000; E3 ubiquitin-protein ligase XIAP (Homo sapiens); XIAP BIR domain, fluorescence polarization peptide displacement; higher % means a stronger effect; in the data active = displacement above about 50%; note: a part of the inactive calls stands beside numbers as strong as those of hits
WT yeast gro inh mutant strain: second read-out of WT yeast gro inh, no call of its own (marks repeat the call); inhibition, %; mitochondrial fusion phenotypic screen, mutant strain inhibition
Starred values were filed as active, the others as inactive; i = inactive; ? = inconclusive; · = not tested or not shown. Cut-off read from the data, not from the text of the source, unless noted: active = inhibition above about 50%; inactive = the rest.

Molecule | LYP inhibition | Yfh1-depleted yeast | TNAP activation fold | M1AAP inhibition | P. falciparum M17LAP | PMI inhibitors | human PMI inhibitors | WT yeast gro inh | WT yeast gro inh mutant strain | XIAP displacement
CCCCc1ccc(NC(=S)Nc2ccc(Cl)c(S(=O)(=O)N(C)C)c2)cc1 | -1% | i | 1.3 | 1% | -9% | 5% | 6% | 77* | 10* | -6.8%
CC#CCCC(=O)N1C=Cc2ccccc2C1C#N (stereo not given) | -7% | i | 1.1 | -2% | -6% | 10% | 20% | -19 | -11 | -3.8%
Nc1ccc(-c2cc(N)n(-c3ccccc3)n2)cc1 | -5% | i | 1.2 | ? | 10% | 19% | 25% | -6 | 4 | -3.8%
Cc1ccc(C(=O)N2CCOCC2)c(F)c1F | -3% | i | 1 | -6% | 9% | -4% | 8% | -9 | 0 | -15%
CC(Sc1nnc(N)s1)c1ccccc1Cl (stereo not given) | -10% | i | 1 | -1% | -6% | -14% | -28% | 7 | 3 | -6.5%
Cc1ccccc1NC(=O)C(=O)NCCCN1CCOCC1 | -4% | i | 1.1 | 4% | -4% | -11% | -16% | -10 | 15 | 1.4%
CN(C)CCNC(=O)C(=O)C1C(=O)Nc2ccccc21 (stereo not given) | -3% | i | 1.1 | 3% | 1% | -3% | 5% | 1 | 8 | -9.4%
C=C(C)C(=O)Nc1cccc(C2=NOC3(C2)C[C@@H](C(N)=O)N(C(=O)/C(C)=C/C)C3)c1 (stereo not given in full) | 21% | i | · | 2% | 12% | · | · | · | · | ·
CCCn1nnc(NC(=O)Cc2ccccc2)n1 | -12% | i | 1.1 | -7% | 12% | -4% | -6% | -2 | -4 | 3.6%
CC1=CC(=C2N=C(c3ccccc3)OC2=O)C=C(C)O1 | -2% | i | 1 | 3% | -2% | 3% | -2% | · | · | -2.8%
CCn1c(SCC(=O)N/N=C/c2ccccc2OCC(=O)O)nnc1-c1ccc(C)cc1 | 0% | i | · | 5% | -18% | · | · | · | · | ·
FCCCOc1ccc(CN2CCN(c3ccccc3F)CC2)cc1 | -8% | i | 1.1 | -1% | -1% | 7% | 8% | 27 | 16 | -3.5%
Nc1nc(Nc2cccc(F)c2)nc2ccccc12 | -8% | i | 1.2 | 6% | -4% | -22% | -10% | 42 | 17 | -7.1%
COc1ccc(S(=O)(=O)NCCCCNS(=O)(=O)c2ccc(OC)cc2)cc1 | -8% | i | 1.1 | 4% | 5% | 5% | 1% | -11 | 1 | -7.6%
COc1ccc2[nH]c3c(=O)n4c(nc3c2c1)SCC4 | -5% | i | 1.1 | 5% | -6% | 8% | 1% | 0 | 2 | 3.5%
CC(C)c1nnc(NC(=O)CCCCCN2C(=O)C3C4C=CC(C4)C3C2=O)s1 (stereo not given) | -5% | i | 1.1 | 13% | -3% | 11% | 4% | 4 | 1 | -11%
N#Cc1c(NCCN)nc(NCc2ccccc2)c2c1CCN(Cc1ccccc1)C2 | -3% | i | 1.1 | · | · | 18% | 53%* | · | · | -1.8%
CCOC(=O)N/N=C(/c1ccccc1)C1CCCCC1 | 6% | i | 1.1 | 14% | -1% | -7% | -11% | 18 | 6 | -3.8%
COc1cc(NS(=O)(=O)c2ccc(NC(=S)NC(=O)c3sc4ccccc4c3Cl)cc2)ncn1 | -8% | i | 0.7 | 19% | 25% | 19% | -1% | -4 | -11 | -1.4%
COc1ccccc1NC(=O)Nc1c(C)nn(C)c1C | -10% | i | 1.2 | 2% | -1% | 9% | 6% | 0 | 8 | -5.0%

(cont.)
Molecule | LYP inhibition | Yfh1-depleted yeast | TNAP activation fold | M1AAP inhibition | P. falciparum M17LAP | PMI inhibitors | human PMI inhibitors | WT yeast gro inh | WT yeast gro inh mutant strain | XIAP displacement
Cc1ccc(N=Cc2cccc(O)c2O)c(C)c1 | -6% | i | 1 | 7% | 6% | 23µM* | 14µM* | · | · | 4.1%
CCCNC(=O)Cn1c(=O)oc2ccccc21 | 9% | i | 0.8 | 18% | 9% | -18% | -3% | -26 | -23 | -4.9%
S=c1[nH]nc(-c2ccc(Cl)cc2)n1/N=C/c1ccco1 | -3% | i | · | 1% | 7% | · | · | · | · | ·
N#Cc1nc(-c2cccc(Cl)c2)oc1NCc1cccnc1 | -8% | i | 1 | 13% | -14% | 13% | 9% | 10 | 8 | -16%
COc1ccc(C2(NC(C)=O)CCN(C(=O)c3cccs3)CC2)cc1 | -7% | i | 1.1 | -3% | -8% | -1% | -5% | 8 | -10 | 0.7%
Cc1ccc(C(=O)N/N=C/c2ccc(-c3cccc(C(F)(F)F)c3)o2)cn1 | 5% | i | · | 8% | 0% | · | · | · | · | ·
CCn1c(SCC(=O)Nc2cc(NC(C)=O)ccc2OC)nnc1-c1ccncc1 | 1% | i | 1.1 | -2% | -11% | 3% | 0% | -2 | 14 | 1.4%
CCN=C(N/N=C/c1ccc([N+](=O)[O-])cc1)SC | 3% | i | 0.9 | 10% | 4% | -15% | -109% | -42 | -1 | -3.9%
CCOC(=O)C1=C(O)C(=O)NC(c2ccccc2)=C(OCC)C1 | -6% | i | 1 | 17% | 18% | -49% | -81% | -19 | 10 | -4.2%
COc1ccc(N2C(=O)CC(Sc3n[nH]c(-c4ccc(C)cc4)n3)C2=O)cc1 (stereo not given) | -1% | i | 0.6 | 11% | 52% | -3% | -55% | -8 | 14 | -0.4%
COc1ccc(NC(=S)Nc2ccc(S(=O)(=O)N3CCOCC3)cc2)c(OC)c1 | -4% | i | 1 | 9% | 1% | 14% | 4% | 4 | 10 | -2.4%
COc1ccc(OCCOC(=O)c2[nH]c(C)c(C(C)=O)c2C)cc1 | -1% | i | 1.1 | -4% | -6% | 10% | 5% | 1 | 3 | -4.4%
CCN1CCn2c1nc(N1CCCCC1)nc2=O | 2% | i | 1.1 | -4% | 0% | 4% | 7% | -8 | -9 | -5.9%
NS(=O)(=O)c1ccc(Nc2ccc3nonc3c2[N+](=O)[O-])cc1 | -7% | i | 0.9 | 2% | -3% | 12% | 32% | 6 | 4 | -5.9%
CCN(CC)S(=O)(=O)c1ccc(NN)nc1 | 1% | i | 1 | -1% | 9% | -5% | 8% | 7 | -2 | -6.0%
CC(C)(C)NC(=O)CSc1ncnc2c1nnn2Cc1ccccc1Cl | -2% | i | 1.1 | 1% | 14% | 5% | 7% | -42 | -19 | -4.1%
Cc1ccccc1CN1C(=O)CSc2ccc(C(=O)N3CCOCC3)cc21 | -4% | i | 1.1 | 11% | 2% | 6% | 4% | · | · | -14%
COc1ccc(S(=O)(=O)Nc2cc(C(=O)NCCC(C)C)ccc2N2CCOCC2)cc1 | -2% | i | 1.1 | -8% | -10% | 11% | 7% | 10 | 11 | -4.5%
NC1=NC[C@H](Cc2ccccc2)N1CCCCC1CCCCC1 | -10% | i | · | 8% | 9% | · | · | · | · | ·
CCn1cc(CNC(=O)NC2CCCCC2)c(C)n1 | -3% | i | 1.1 | 7% | 5% | -1% | 0% | -12 | 6 | -2.2%

(continued)
Molecule | LYP inhibition | Yfh1-depleted yeast | TNAP activation fold | M1AAP inhibition | P. falciparum M17LAP | PMI inhibitors | human PMI inhibitors | WT yeast gro inh | WT yeast gro inh mutant strain | XIAP displacement
O=C(Cn1cc2c(n1)CCCCC2)N1CCc2ccccc21 | -3% | i | 1.2 | -2% | 9% | 9% | 10% | -2 | -6 | -0.2%
CCOC(=O)N1CCN(C(=O)CN(Cc2ccc(Cl)cc2)S(=O)(=O)c2ccccc2)CC1 | -9% | i | 1.1 | 7% | -4% | 3% | -7% | 12 | 14 | -2.6%
CC(=O)c1cccc(NC(=O)N2CCC(c3ccc(C)cc3)C2)c1 (stereo not given) | -1% | i | 1 | 7% | 1% | 8% | 5% | 12 | 6 | -7.2%
N#C/C(=C(/O)COc1cccc2ccccc12)c1nc2ccccc2[nH]1 | 1% | i | 1.1 | -10% | -6% | 0% | -3% | 3 | -4 | -0.4%
CN(C)c1cc[n+](/C(C(=S)Nc2ccc(SC(F)F)cc2)=C(/[O-])c2ccccc2)cc1 | -4% | i | 1.1 | 0% | -6% | 6% | 5% | -1 | 15 | -4.3%
CC(C)CNc1nc(Oc2ccc(=O)[nH]n2)nc(N(C)C)n1 | 2% | i | 1.1 | 3% | 6% | 4% | 2% | 2 | 1 | -16%
Clc1ccc(-n2c(SC/C=C/c3ccccc3)nnc2-c2cccnc2)cc1 | 7% | i | 0.9 | 2% | -4% | 5% | 3% | 23 | 8 | -15%
Cc1cccc(-c2nnc3n2N=C(c2ccccc2Br)CS3)c1 | 2% | · | 1 | -3% | -5% | 11% | 7% | 41 | 30 | -4.8%
CCOC(=O)c1cn(CC)c2ccc(Br)cc2c1=O | -4% | i | 1.1 | 10% | 1% | 9% | 10% | -2 | -13 | 2.1%
Cc1noc(/C=C/N(C)C)c1S(=O)(=O)N1CCCC(C(=O)NCc2ccco2)C1 (stereo not given) | -6% | i | 1.1 | 9% | 17% | 0% | 10% | 4 | 5 | -3.5%
Cc1nn(C)cc1CNC(=O)C1(C)CC1(Cl)Cl (stereo not given) | -6% | i | 1.1 | 2% | -6% | 11% | 26% | 20 | 0 | -6.1%
COC(CNC(=O)c1ccc2c3c(onc13)-c1ccccc1C2=O)OC | -4% | i | · | 10% | 16% | · | · | · | · | ·
CC(/C=C1\SC(=S)N(C(C(=O)O)c2ccccc2)C1=O)=C\c1ccccc1 (stereo not given) | 10% | i | · | 12µM* | 27% | · | · | · | · | ·
N#Cc1cccc(C(c2nnnn2CCc2ccccc2)N2CCN(C3CCCCC3)CC2)c1 (stereo not given) | -3% | i | 1 | 2% | -6% | -7% | 1% | -2 | 5 | -4.4%
NNC(=O)CN1CCN(c2ncc(C(F)(F)F)cc2Cl)CC1 | -4% | i | 1.1 | 7% | 18% | 0% | 2% | 6 | -16 | -6.2%
CCCn1nnc(NC(=O)c2ccc3c(c2)OCO3)n1 | -5% | i | · | -4% | -8% | · | · | · | · | ·
Cc1nc(N)sc1C(=O)N/N=C/c1ccco1 | -2% | i | 1.1 | 18% | 24% | -2% | 4% | 8 | 7 | 5.7%
CC(=O)NCC(=O)OCC(=O)c1ccc(Br)cc1 | -10% | i | 1.1 | 5% | 3% | 0% | 4% | 0 | 19 | -4.2%
COc1ccc(OC)c(C(=O)COC(=O)c2cc(C)oc2C)c1 | -3% | i | 1 | 10% | 1% | -24% | -10% | -17 | -7 | -2.1%
CCOC(=O)N1CCN(c2c(NCCc3ccc(OC)c(OC)c3)c(=O)c2=O)CC1 | -2% | i | 1 | 2% | -2% | 7% | 11% | -9 | 1 | -6.9%
